Screens deposited in PubChem by several laboratories.
ANO1 block: inhibitors of mouse TMEM16A calcium-activated chloride channel | Q8BHY3 | HEK293 TMEM16A/YFP iodide influx fluorescence, ionomycin | normalized B-score (activity score, 25-100; higher = stronger inhibition) at 10 µM | 310,000 tested, 1.2% active;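 active means ratio plate-corrected score three or more library SD toward inhibition, starting fluorescence score within five deviations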;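 further: score derived from kinetic fluorescence span divided by baseline fluorescence per well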
RGS4 pot: potentiators or activators of RGS4; HEK293 M3R/inducible RGS4, carbachol calcium flux Fluo4; hits give low values; B-score at 10 µM; 310,000 tested, 0.92% active; AID 463111;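 active means B-score of the integrated calcium signal more than 4 SD below the library mean, with starting fluorescence not abnormally high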;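 further: negative B-score means reduced calcium response which marks RGS4 activation or potentiation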
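Test system: HEK293 cells with stable M3R and inducible RGS4; also added: carbachol at ECmax as muscarinic agonist stimulus; schedule: dye loading 30 min 37 °C, buffer rest 30 min RT; technique: kinetic calcium fluorescence imaging with Fluo4-AM dye, 2 µM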
KCNQ1 inh: blocks the human KCNQ1 potassium channel; CHO-K1 KCNQ1, FluxOR thallium flux fluorescence; hits give high values; P51787; 310,000 tested, 1.3% active; B-score at 10 µM; AID 2642;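 active means compounds whose thallium flux B-score, printed positive for inhibition, exceeds three library SD while starting fluorescence stays within three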;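 further: channel opened by potassium depolarization with thallium stimulus after 20 min compound exposure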
Target sequence (P51787 whole entry, looked up): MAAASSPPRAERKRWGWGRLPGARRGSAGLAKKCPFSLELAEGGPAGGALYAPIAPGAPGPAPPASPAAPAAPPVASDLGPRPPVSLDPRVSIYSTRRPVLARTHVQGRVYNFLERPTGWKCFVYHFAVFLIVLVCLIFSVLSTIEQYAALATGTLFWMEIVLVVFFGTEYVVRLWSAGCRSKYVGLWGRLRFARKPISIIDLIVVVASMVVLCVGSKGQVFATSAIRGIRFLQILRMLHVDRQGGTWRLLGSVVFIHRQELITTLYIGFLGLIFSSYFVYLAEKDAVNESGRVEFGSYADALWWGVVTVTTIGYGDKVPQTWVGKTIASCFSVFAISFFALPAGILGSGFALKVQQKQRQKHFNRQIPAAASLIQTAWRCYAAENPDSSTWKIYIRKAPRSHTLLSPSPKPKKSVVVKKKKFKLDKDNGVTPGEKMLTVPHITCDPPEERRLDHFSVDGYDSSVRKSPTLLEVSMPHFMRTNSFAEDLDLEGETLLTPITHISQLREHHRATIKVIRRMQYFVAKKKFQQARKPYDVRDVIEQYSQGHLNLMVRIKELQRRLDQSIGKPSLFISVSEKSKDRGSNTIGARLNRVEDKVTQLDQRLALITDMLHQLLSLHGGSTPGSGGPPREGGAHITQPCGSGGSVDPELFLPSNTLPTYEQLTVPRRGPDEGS
hERG protect: compounds protecting human hERG from proarrhythmic drug block; CHO-hERG, FluxOR thallium flux, dofetilide IC70 present; activation (rescue from dofetilide block), less the hit threshold, % at 10 µM; 310,000 tested, 0.51% active;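 active means activation above the mean of controls blocked by dofetilide plus 5 SD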;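 further: thallium influx through hERG after potassium depolarization seen as dye fluorescence rise; in these data hits start at about 4.7%; inactives centre near -7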
KCNK3 block: human KCNK3 channel inhibition, primary screen; O14649; CHO-KCNK3 thallium flux, FluxOR fluorescence; hits give low values; B-score at 10 µM; 340,000 tested, 0.84% active;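 active means B-score under library mean minus 4 SD, starting fluorescence ratio at most library mean plus 5 SD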;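 further: more negative B-score means stronger inhibition of thallium flux through KCNK3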
HDAC3 inh: blocks human histone deacetylase 3; 320,000 tested, 0.15% active; AID 2718; O15379; recombinant HDAC3, fluorogenic peptide/trypsin coupled, fluorescence; inhibition, % at 8.3 µM; in the data active means inhibition above about 26%, passing the limit was not always enough
RGS4 inh: inhibitors of human RGS4; P49798; HEK293 M3R/RGS4 inducible, Fluo-4 calcium flux; hits give high values; triggered by carbachol at its EC20; B-score at 10 µM; 310,000 tested, 0.45% active; AID 463165;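 active means B-score, a plate-corrected calcium signal, over three deviations above library mean, with baseline fluorescence within five deviations of library mean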;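 further: RGS4 expression induced by doxycycline in cells with stable M3 receptor; B-score is computed from the integrated fluorescence ratio over baseline after carbachol; higher B-score means a larger calcium signal and so more RGS4 inhibition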
SKKanGAS inh: blocks kanamycin growth of S. pyogenes SKKanGAS strain. BacTiter-Glo, 6 h. inhibition, % at 7.5 µM. 300,000 tested, 1.3% active. AID 1662;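 active means mean replicate score, as percent of positive control median, at least 50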;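 further: strain carries kanamycin resistance gene driven by streptokinase promoter and grows in 40 µg/ml kanamycin; loss of luminescence reflects streptokinase promoter inhibition or plain growth inhibition; 0% = median of DMSO wells and 100% = positive control at its reference dose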
KCNK9 block: inhibitors of human KCNK9 two-pore domain potassium channel | Q9NPC2 | HEK293 KCNK9, FluxOR thallium flux fluorescence; hits give low values | 310,000 tested, 1.2% active | B-score at 10 µM;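 active means ratio B-score over 3 SD below the library mean, with starting fluorescence within 5 SD of its mean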;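 further: negative B-score means less thallium flux so channel inhibition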
Target sequence (Q9NPC2 whole entry, looked up, the tested form may be a part): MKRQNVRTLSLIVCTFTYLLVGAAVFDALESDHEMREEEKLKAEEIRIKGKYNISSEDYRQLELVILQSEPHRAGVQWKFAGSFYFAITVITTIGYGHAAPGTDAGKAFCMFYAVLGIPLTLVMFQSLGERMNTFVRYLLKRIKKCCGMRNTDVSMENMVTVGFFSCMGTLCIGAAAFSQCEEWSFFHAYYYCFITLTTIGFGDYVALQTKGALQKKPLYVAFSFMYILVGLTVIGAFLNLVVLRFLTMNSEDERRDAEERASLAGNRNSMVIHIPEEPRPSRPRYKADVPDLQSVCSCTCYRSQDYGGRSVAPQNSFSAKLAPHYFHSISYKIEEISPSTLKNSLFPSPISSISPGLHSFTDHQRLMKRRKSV
ANO1 activ: activates or potentiates the mouse TMEM16A chloride channel; 340,000 tested, 0.3% active; B-score at 10 µM; HEK293 TMEM16A/YFP-H148Q/I152L, iodide quench fluorescence; hits give low values;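 active means fluorescence-ratio B-score plate-corrected deviation score at least 3 library SD below zero, with starting fluorescence score within 5 deviations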;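 further: channel opened by trigger with iodide after compound preincubation; score built on the fluorescence ratio of max minus min over baseline; more negative score means more quench and so TMEM16A activation or potentiation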
KCNQ1 pot: potentiates or activates the human KCNQ1 potassium channel; CHO-K1 KCNQ1, thallium flux FluxOR fluorescence; hits give high values; AID 2648; P51787; B-score at 10 µM; 310,000 tested, 0.35% active;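 active means fluorescence ratio B-score, a plate-corrected score, at least three library SD, with initial intensity B-score within 5 SD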
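Assay system: CHO-K1 cells stably expressing KCNQ1; Medium: assay buffer with matched DMSO; Also added: K+/Tl+ depolarizing stimulus; Dosing: single dose; Timing: dye 90 min, compound 20 min, room temperature; Measured by: kinetic FluxOR thallium fluorescence, 10-s 1-Hz baseline, 110-s post-stimulus read; Read-out: peak-minus-minimum fluorescence over initial fluorescence, negative-control normalized, B-scored.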
An asterisk follows results filed as active; i = inactive; nt = no result given.

Values run as follows: KCNQ1 inh | RGS4 pot | RGS4 inh | KCNK9 block | ANO1 activ | SKKanGAS inh | HDAC3 inh | KCNQ1 pot | hERG protect | ANO1 block | KCNK3 block
Cc1ccc(/C=C/S(=O)(=O)NCc2ccc(F)cc2)cc1
 : i | i | i | i | i | -16 | 3 | i | -1 | i | i
Cc1cc(C)cc(N(CC(=O)NC(C)(C)C)C(=O)CNC(=O)c2cccs2)c1
 : i | i | i | i | i | 7 | 0 | i | -5 | i | i
Cc1ccc(/C=C/C(=O)Nc2ccc(Oc3ccccc3)cc2)o1
 : i | i | i | i | i | 16 | 24 | i | -11 | i | i
O=C(N/N=C/c1cc(Br)ccc1O)C(=O)Nc1ccccc1OC(F)(F)C(F)F
 : i | i | i | i | i | 103* | 1 | i | -18 | i | i
O=C(CC1C(=O)NCCN1C(=O)c1ccc([N+](=O)[O-])cc1)Nc1ccc(F)cc1 (stereo not drawn)
 : i | i | i | i | i | 0 | -5 | i | -7 | i | i
CCN1CCN(S(=O)(=O)c2ccc(F)c(C(=O)Nc3c(F)cc(F)cc3Br)c2)CC1
 : i | i | i | i | i | 0 | 0 | i | -4 | i | i
COc1ccccc1/C=C/C1C(C(=O)OCC(C)C)=C(C)N=C2SCCC(=O)N21 (stereo not drawn)
 : i | i | i | i | i | 26 | 4 | i | -3 | i | -9.3*
CC(=O)Nc1ccc(S(=O)(=O)N2CCC(C(=O)NCCC(=O)Nc3ccccc3)CC2)cc1
 : i | i | i | i | i | 2 | 2 | i | -3 | i | i
CCCN1CCN(C(=O)c2oc3c(Cl)cccc3c2C)CC1
 : i | i | i | i | i | -3 | -2 | i | -11 | i | i
N#Cc1cccc(NC(=O)CN2CCCCCC2)c1
 : i | i | i | i | i | -1 | 0 | i | -4 | i | i
O=C(CSc1ccc(-c2ccccn2)nn1)Nc1ccc(F)cc1F
 : i | i | i | i | i | 0 | -5 | i | -8 | i | i
COC(=O)Cn1nnc2c(cnn2-c2ccccc2)c1=O
 : i | i | i | i | i | 0 | -3 | i | -9 | i | i
COc1ccc(C(=O)NC2CCN(C(=O)Nc3ccccc3Cl)CC2)cc1
 : i | i | i | i | i | -5 | -1 | i | -10 | i | i
CCOC(=O)C1=C(c2ccccc2)NC(SCC(=O)Nc2ccccc2C)=C(C#N)C1c1ccco1 (stereo not drawn)
 : i | i | i | i | i | 18 | 2 | i | -5 | i | i
COc1ccc(C2(C#N)CCC(=O)N2c2ccccc2)cc1 (stereo not drawn)
 : i | i | i | i | i | -6 | 1 | i | -9 | i | i
C=CCNC(=O)C(=O)c1c(-c2ccccc2)[nH]c2ccccc12
 : i | i | i | i | i | -3 | 6 | i | -10 | i | i
COc1ccc(N2C(=O)CC(C)(C)CC2=O)cc1OC
 : i | i | i | i | i | 2 | 0 | i | -4 | i | i
Cc1ccc(CN(C(=O)c2ccccc2[N+](=O)[O-])C2CCS(=O)(=O)C2)o1 (stereo not drawn)
 : i | i | i | i | i | 2 | 2 | i | -4 | i | i
Cn1c(/C(C#N)=C(\O)c2cccc(F)c2)nc2ccccc21
 : i | i | i | i | i | -3 | 4 | i | -3 | i | i
CC(C)C(=O)Nc1cc(C(F)(F)F)ccc1-n1ccnc1
 : i | i | i | i | i | 6 | 0 | i | -4 | i | i

Among those listed so far, these have bromine:
Values run as follows: KCNQ1 inh | RGS4 pot | RGS4 inh | KCNK9 block | ANO1 activ | SKKanGAS inh | HDAC3 inh | KCNQ1 pot | hERG protect | ANO1 block | KCNK3 block
O=C(N/N=C/c1cc(Br)ccc1O)C(=O)Nc1ccccc1OC(F)(F)C(F)F
 : i | i | i | i | i | 103* | 1 | i | -18 | i | i
CCN1CCN(S(=O)(=O)c2ccc(F)c(C(=O)Nc3c(F)cc(F)cc3Br)c2)CC1
 : i | i | i | i | i | 0 | 0 | i | -4 | i | i

(further entries)
Values run as follows: KCNQ1 inh | RGS4 pot | RGS4 inh | KCNK9 block | ANO1 activ | SKKanGAS inh | HDAC3 inh | KCNQ1 pot | hERG protect | ANO1 block | KCNK3 block
CCC(=O)c1cc2c(C)cc(=O)oc2c(C)c1OC
 : i | i | i | i | i | -2 | -3 | i | -3 | i | i
Cc1ccc(CSC2=Nc3ccccc3C3=NC(CC(=O)NCc4ccco4)C(=O)N23)cc1 (stereo not drawn)
 : i | i | i | i | i | 6 | 4 | i | -22 | i | i
CN(CC(=O)N1CCOCC1)C(=O)CSc1nc2ccccc2s1
 : i | i | i | i | i | 6 | -2 | i | -7 | i | i
Cc1ccc(Nc2nc(N)nc(CSCCO)n2)cc1
 : i | i | i | i | i | 1 | 1 | i | -4 | i | i
CN1CCN(S(=O)(=O)c2cccc(C(=O)Nc3nc(-c4ccccc4)cs3)c2)CC1
 : i | i | i | i | i | nt | 11 | i | -18 | i | i
COc1ccc(CN2CCN(C(=O)C3CCN(S(=O)(=O)c4cccs4)CC3)CC2)c(OC)c1OC
 : i | i | i | i | i | -6 | 0 | i | -8 | i | i
C#CCNC(=O)C1=C[C@@H](c2ccc(C(F)(F)F)cc2)C[C@@H](OCc2ccc(CO)cc2)O1
 : i | i | i | i | i | 7 | 3 | i | -1 | i | i
CC1Cc2ccccc2N1S(=O)(=O)c1cccc(C(=O)Nc2cccnc2)c1 (stereo not drawn)
 : i | i | i | i | i | -3 | -1 | i | -16 | i | i
O=C(NCC(=O)N(CC1CCCO1)C1(C(=O)NC2CCCC2)CCCCC1)c1ccccc1 (stereo not drawn)
 : i | i | i | i | i | -13 | -3 | i | -9 | i | i
COC(=O)C(O)(NC(=O)NC(C)=O)C(F)(F)F (stereo not drawn)
 : i | i | i | i | i | 1 | 5 | i | -5 | i | i
Cc1cccc(-c2noc(CCC(=O)Nc3ccc(C(N)=O)cc3)n2)c1
 : i | i | i | i | nt | -10 | 2 | i | -9 | i | nt
CN1CCN(C(=O)c2cc3nc(-c4ccccc4)cc(-c4ccccc4)n3n2)CC1
 : i | i | i | i | i | 7 | -3 | i | -7 | i | i
COc1ccc(C)cc1NC(=O)c1nnn(Cc2cccc(F)c2)c1N
 : i | i | i | i | i | -1 | -8 | i | -7 | i | i
COc1cc(-c2nc(C)c(C(C)=O)n2O)ccc1OCC(=O)Nc1ccc(F)cc1
 : i | i | i | i | i | 14 | 7 | i | -16 | i | i
CCC(Oc1ccccc1)C(=O)N1CCC(C(N)=O)CC1 (stereo not drawn)
 : i | i | i | i | i | 1 | -3 | i | -2 | i | i
CC(C)CCN1C(=O)c2ccc(C(=O)NCC3CCCO3)cc2C1=O (stereo not drawn)
 : i | i | i | i | i | -2 | 3 | i | -3 | i | i
O=C(O)c1cc(C2CC2)nc2ccccc12
 : i | i | i | i | i | 1 | 3 | i | -8 | i | i
COCCCNC(=O)c1c(N)n(/N=C/c2cccs2)c2nc3ccccc3nc12
 : i | -8.1* | i | i | i | 3 | 2 | i | -1 | i | i
COc1cc(CCCN2CCNC[C@@H]2Cc2ccccc2)cc(OC)c1OC
 : i | i | i | i | i | -5 | -5 | i | -1 | i | i
O=S(=O)(NCc1cc(-c2ccccc2)no1)c1ccccc1
 : i | i | i | i | i | -3 | 1 | i | -6 | i | i
COc1ccc(CNC(=O)CSc2nnc(NC(=O)c3ccccc3F)s2)cc1
 : i | i | i | i | i | 19 | 0 | i | -5 | i | i
CC(C)NC(=O)C(c1ccc(F)cc1)N(C(=O)CCC(=O)Nc1ccccn1)c1ccccc1F (stereo not drawn)
 : i | i | i | i | i | -3 | -1 | i | -10 | i | i
COc1ccc(CN(CC(=O)NCc2ccc(F)cc2)C(=O)CCC(=O)Nc2ccccn2)cc1
 : i | i | i | i | i | 3 | 0 | i | -3 | i | i
CCCCn1c(N)c(N(CC)C(=O)c2cc(OC)cc(OC)c2)c(=O)[nH]c1=O
 : i | i | i | i | i | -12 | -1 | i | -8 | i | i
COc1ccc(S(=O)(=O)Nc2cccc(S(=O)(=O)N3CCCC3)c2)cc1OC
 : i | i | i | i | i | -1 | -2 | i | -5 | i | i
CCOC(=O)C1CCCN(C(=O)c2cc(CN3C(=O)c4ccccc4C3=O)ccc2OC)C1 (stereo not drawn)
 : i | i | i | i | i | -3 | -4 | i | -18 | i | i
Cc1cc(O)c2c(c1)C(=O)c1cc(O)cc(O)c1C2=O
 : 6* | i | i | i | i | 6 | 1 | i | -9 | 100* | i
CC(NC(=O)c1cccs1)c1ccc(Cl)cc1 (stereo not drawn)
 : i | i | i | i | i | 2 | -2 | i | -6 | i | i
Cc1ccc(/C=C/C(=O)O)cc1S(=O)(=O)N1CCc2ccccc21
 : i | i | i | i | i | 2 | 12 | i | -2 | i | i
CCc1ccccc1N(CC(=O)Nc1cccc(N(C)S(C)(=O)=O)c1)S(C)(=O)=O
 : i | i | i | i | i | 4 | -6 | i | -4 | i | i
CCCCC(=O)Nc1ccc(C(=O)Nc2ccc(S(=O)(=O)Nc3nccc(C)n3)cc2)cc1
 : i | i | i | i | i | 8 | -5 | i | -4 | i | i
COc1ccc(N2CC(C(=O)NCCc3c[nH]c4ccccc34)CC2=O)cc1 (stereo not drawn)
 : i | i | i | i | i | 1 | 4 | i | 0 | i | i
CCc1nnc(N2CCN(c3ncnc4c3oc3ccccc34)CC2)s1
 : i | i | i | i | i | -1 | nt | i | -27 | nt | i
COCC(=O)Nc1cccc(Br)c1
 : i | i | i | i | i | -1 | nt | i | -7 | i | i
C=C1CCN([C@@H](C)C(=O)OCc2cccc(C)c2)S(=O)(=O)c2ccccc21
 : i | i | i | i | i | 2 | -3 | i | -10 | i | i
COc1ccccc1OCC(=O)NCC1CCCN(Cc2cnn(C)c2C)C1 (stereo not drawn)
 : i | i | i | i | i | 3 | -3 | i | -9 | i | i
CC(NC(=O)/C=C/c1cnc2ccccc2n1)C12CC3CC(CC(C3)C1)C2 (stereo not drawn)
 : i | i | i | i | i | 14 | 9 | i | -8 | i | i
CC1(C)CC(=O)C2=C(C1)NC(=O)CC2c1ccc(F)cc1 (stereo not drawn)
 : i | i | i | i | i | 0 | 9 | i | -12 | i | i
